Assay outcomes: PubChem, The Scripps Research Institute Molecular Screening Center
GSTO1 counter: inhibitors of recombinant GSTO1, primary screen, counter-screen for RBBP9 inhibitor project, biochemical, fluorescence polarization; actives 1.1% (n = 300,000); Glutathione S-transferase omega-1 (Homo sapiens), P78417; inhibition, % at 5.96 µM; activity-based probe fluorescence polarization;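 active = inhibition above the campaign mean inhibition plus 3 SD, cut at about 35% in these data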;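 note: 0% = GSTO1-1 with DMSO and 100% = wells lacking GSTO1-1 enzyme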
Target sequence (P78417 whole entry, looked up): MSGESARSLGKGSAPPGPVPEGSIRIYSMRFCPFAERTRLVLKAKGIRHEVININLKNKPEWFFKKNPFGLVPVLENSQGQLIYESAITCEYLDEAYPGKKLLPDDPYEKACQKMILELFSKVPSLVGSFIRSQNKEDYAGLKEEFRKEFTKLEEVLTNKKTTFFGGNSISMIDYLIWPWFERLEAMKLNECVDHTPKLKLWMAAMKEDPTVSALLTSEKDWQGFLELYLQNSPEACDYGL
PAFAH1B3 inh: PAFAH1B3 enzyme inhibitors, primary screen, biochemical, fluorescence polarization, human | recombinant PAFAH1B3, FP-rhodamine probe | inhibition, % at 3.39 µM | Platelet-activating factor acetylhydrolase IB subunit alpha1 (Homo sapiens), Q15102 | actives 0.28% (n = 340,000);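 active = inhibition above the screen-wide average of all tested compounds plus 3 SD, cut at about 25% in these data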;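 note: 0% = enzyme with DMSO only and 100% = wells lacking PAFAH1B3 protein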
Target sequence (Q15102 whole entry, looked up): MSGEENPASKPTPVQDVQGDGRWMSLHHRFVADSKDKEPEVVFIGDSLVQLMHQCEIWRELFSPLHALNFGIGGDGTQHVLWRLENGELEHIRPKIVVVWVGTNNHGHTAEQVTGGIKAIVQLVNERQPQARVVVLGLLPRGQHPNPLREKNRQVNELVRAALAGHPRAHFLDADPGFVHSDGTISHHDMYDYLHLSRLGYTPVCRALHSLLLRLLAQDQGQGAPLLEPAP
PAD4 inh: human PAD4 inhibitors, primary screen, biochemical, fluorescence polarization, 1536-well format; Protein-arginine deiminase type-4 (Homo sapiens), Q9UM07; recombinant PAD4, RCA probe fluorescence polarization; inhibition, % at 6.36 µM; actives 0.41% (n = 330,000); AID 485272, 2010;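 active = percent inhibition above a cutoff equal to the mean of all tested compounds plus 3 SD, cut at about 15% in these data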;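 note: 0% = PAD4 with RCA probe and DMSO and 100% = probe without PAD4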
Fam108B counter: mouse Fam108B serine hydrolase inhibitors, primary screen, counter-screen for RBBP9 inhibitor project, biochemical, fluorescence polarization; recombinant Fam108B, FP-Rh probe fluorescence polarization; inhibition, % at 9.51 µM; actives 0.33% (n = 300,000); AID 1947, 2009;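 active = inhibition above the screen mean inhibition plus 3 SD, computed separately per campaign, cut at about 18% in these data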;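 note: inhibitors lower polarization as less probe binds the enzyme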
PAFAH2 FP inh: PAFAH2 enzyme inhibitors, primary screen, biochemical, fluorescence polarization, human. recombinant PAFAH2, FP-rhodamine activity probe. inhibition, % at 3.39 µM. actives 0.99% (n = 340,000);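 active = inhibition above the mean over all tested compounds plus 3 SD, cut at about 30% in these data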;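 note: inhibitors block probe labeling of enzyme so polarization drops; 0% = enzyme with DMSO and 100% = wells lacking PAFAH2 protein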
PME-1 primary: PME-1 inhibitors via competitive probe labeling, primary screen, biochemical, fluorescence polarization, FP-Rh probe, HTS; Protein phosphatase methylesterase 1 (Homo sapiens), Q9Y570; recombinant PME-1; inhibition, % at 5.9 µM; actives 0.53% (n = 320,000);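 active = inhibition above the campaign mean of all compounds plus 3 SD, cut at about 26% in these data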;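 note: competitive labeling of PME-1 active site by serine hydrolase directed probe; 0% = PME-1 with DMSO and 100% = wells lacking PME-1 enzyme; inhibitors block probe labeling so polarization falls and inhibition rises; many of its hits are not listed in these tables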
pPAFAH inh: pPAFAH enzyme inhibitors, primary screen, biochemical, fluorescence polarization, human; Platelet-activating factor acetylhydrolase (Homo sapiens), Q13093; recombinant pPAFAH, FP-rhodamine probe fluorescence polarization; inhibition, % at 3.39 µM; actives 1.5% (n = 330,000); AID 463082, 2010;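 active = inhibition above the mean inhibition across the screen plus 3 SD, cut at about 25% in these data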;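 note: inhibitors block binding of the rhodamine activity-based probe so polarization drops; 0% = enzyme with DMSO and 100% = wells lacking pPAFAH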
PAFAH1B2 FP inh: PAFAH1B2 enzyme inhibitors, primary screen, biochemical, fluorescence polarization, human. inhibition, % at 3.39 µM. Platelet-activating factor acetylhydrolase IB subunit alpha2 (Homo sapiens), P68402. recombinant PAFAH1B2, FP-rhodamine activity probe. actives 1.2% (n = 340,000);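 active = inhibition above the mean of all tested compounds plus 3 SD, cut at about 24% in these data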;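 note: 0% = enzyme with DMSO and 100% = wells lacking PAFAH1B2; many of its hits are not listed in these tables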
Target sequence (P68402 whole entry, looked up): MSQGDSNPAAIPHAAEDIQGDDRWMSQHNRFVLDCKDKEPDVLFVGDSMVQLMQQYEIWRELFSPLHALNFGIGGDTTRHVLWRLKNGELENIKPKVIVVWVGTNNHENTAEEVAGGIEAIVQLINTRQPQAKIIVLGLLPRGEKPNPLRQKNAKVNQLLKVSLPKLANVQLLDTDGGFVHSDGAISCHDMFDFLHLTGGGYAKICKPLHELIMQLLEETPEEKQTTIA
LYPLA1 inh: LYPLA1 inhibitors, primary screen, counter-screen for PME1 inhibitor project, biochemical, fluorescence polarization, FP-Rh probe ABPP; Acyl-protein thioesterase 1 (Homo sapiens), O75608; actives 0.16% (n = 320,000); recombinant LYPLA1; AID 2174, 2009; inhibition, % at 5.9 µM;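 active = inhibition above the mean of all tested compounds plus 3 SD, set per campaign, cut at about 14% in these data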;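 note: inhibitors block serine hydrolase probe labeling of LYPLA1 so polarization falls; 0% = enzyme with DMSO and 100% = wells lacking LYPLA1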
Target sequence (O75608 whole entry, looked up): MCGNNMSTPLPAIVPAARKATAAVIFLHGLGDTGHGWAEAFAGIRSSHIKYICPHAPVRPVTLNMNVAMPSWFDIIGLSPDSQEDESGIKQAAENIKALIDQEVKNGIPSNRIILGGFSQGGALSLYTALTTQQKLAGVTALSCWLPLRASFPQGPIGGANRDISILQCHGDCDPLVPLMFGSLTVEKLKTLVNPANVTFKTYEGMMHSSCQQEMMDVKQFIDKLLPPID
Numbers without * were called inactive; x = not tested or not shown. Only part of the results is shown. The share of hits here may be higher or lower than overall.

structure	Fam108B counter	pPAFAH inh	PAFAH1B3 inh	GSTO1 counter	PAFAH1B2 FP inh	LYPLA1 inh	PME-1 primary	PAFAH2 FP inh	PAD4 inh
Cn1c(SCC(=O)N2CCCc3ccccc32)nc2cccnc21	0.5	2.1	6.1	5.2	6.0	-3.2	-6.2	3.3	-2.0
COc1cccc(CNC(=O)C2CCCN(C(=O)c3ccc(Cl)cc3)C2)c1 (centres undefined)	x	1.7	6.8	x	1.0	1.3	8.3	-0.2	-0.2
O=C(COc1ccc(F)cc1Br)NCc1nnc2ccccn12	x	-3.2	13.5	x	2.3	x	x	3.8	-5.1
CCCCCCc1ccc(-c2ncc(N)cn2)cc1	-2.0	14.6	9.9	1.8	17.8	0.9	-1.6	5.1	1.3
CCOC(=O)N1CCN(C(=O)c2cc(COc3ccc(OC)cc3Cl)on2)CC1	5.4	-5.9	14.7	-3.0	-1.6	-2.5	1.6	-6.9	-4.8
C=CCn1c(SCC(=O)c2ccc(OC)cc2)nnc1C(C)NC(=O)c1cccs1 (centres undefined)	2.7	-1.8	-0.3	0.7	0.6	-0.2	-1.7	-11.2	1.6
COc1cc(Cn2c(N)c(C#N)c3nc4ccccc4nc32)cc(OC)c1	-3.7	-8.6	1.6	13.5	0.1	-5.2	14.8	11.3	-14.8
COc1ccc(-c2csc3[nH]c(=S)n(-c4ccccc4)c(=O)c23)cc1OC	2.0	8.4	4.2	1.4	2.2	2.1	-7.8	-6.1	-1.4
O=c1c2ccccc2nnn1CSc1ccccc1	-5.5	-0.2	7.8	2.8	8.7	-1.8	-5.4	-8.4	-1.5
Cc1ccccc1NCC(=O)c1ccc(Br)cc1	0.6	4.7	10.2	2.8	5.7	-0.7	3.4	-2.5	0.2
CC(C)c1ccc(CC(NC(=O)c2ccccc2)C(=O)NCC(=O)O)cc1 (centres undefined)	-2.5	1.1	4.5	5.8	17.9	-0.1	-3.3	-2.5	-7.8
COc1ccc(CCNC(=O)c2cnccn2)cc1	-0.8	5.2	-0.6	-0.6	0.8	-3.1	-0.9	0.1	6.5
C=CCN(C(=O)CN1CCOCC1)c1nc(C)c(-c2ccccc2)s1	-0.3	7.0	2.8	-7.4	-5.4	-1.5	-5.0	-3.2	-0.7
COc1ccc(C(=O)O/N=C2\C(=O)N(C)c3ccccc32)cc1	-4.2	-7.8	-4.7	-1.7	1.2	-1.2	-10.0	6.6	-2.9
Cc1noc(C)c1S(=O)(=O)N(C)C[C@H]1Oc2ccc(NC(=O)Cc3ccccc3)cc2C(=O)N([C@H](C)CO)C[C@@H]1C	x	9.7	0.9	x	5.3	x	x	3.0	4.6

As a working copy, part of the list above.
structure	Fam108B counter	pPAFAH inh	PAFAH1B3 inh	GSTO1 counter	PAFAH1B2 FP inh	LYPLA1 inh	PME-1 primary	PAFAH2 FP inh	PAD4 inh
COc1ccc(-c2csc3[nH]c(=S)n(-c4ccccc4)c(=O)c23)cc1OC	2.0	8.4	4.2	1.4	2.2	2.1	-7.8	-6.1	-1.4
O=c1c2ccccc2nnn1CSc1ccccc1	-5.5	-0.2	7.8	2.8	8.7	-1.8	-5.4	-8.4	-1.5

Going on with the list:
structure	Fam108B counter	pPAFAH inh	PAFAH1B3 inh	GSTO1 counter	PAFAH1B2 FP inh	LYPLA1 inh	PME-1 primary	PAFAH2 FP inh	PAD4 inh
COC(=O)CNc1n[nH]c(=S)[nH]c1=O	-6.6	5.3	-2.6	-4.2	0.0	-0.7	-6.6	-2.6	-3.5
CC(C)(C)OC(=O)NCCc1n[nH]c(=S)o1	2.0	5.6	x	4.2	x	-1.6	1.9	x	3.1
Cc1ccc2c(c1)C(O)(c1c(C)[nH]c3ccccc13)C(=O)N2 (centres undefined)	0.6	4.7	-2.6	3.2	3.5	1.0	-5.5	0.5	-2.6
CCOC(=O)C1CCCN(C2CC(=O)N(c3ccc(NC(C)=O)cc3)C2=O)C1 (centres undefined)	4.6	0.7	9.0	8.1	5.0	1.2	-0.5	4.9	1.8
COc1ccccc1NC(=O)c1cc2cc(Br)ccc2cc1O	38.1*	41.9*	29.1*	-8.6	14.2	-16.6	7.3	0.5	-5.1
O=C(CCNC(=O)c1ccc(Br)cc1)NCc1ccccc1F	2.0	-3.1	8.9	9.1	8.2	1.1	-4.8	2.2	-3.7
Cc1sc2nnn(CC(=O)N3CCN(C(=O)c4ccco4)CC3)c(=O)c2c1C	-4.2	6.3	-4.0	0.5	-0.4	2.1	-2.0	5.9	0.9
COC(=O)c1ccccc1NC(=O)Cn1cnc2ccc(S(=O)(=O)N3CCC(C)CC3)cc2c1=O	-3.7	-5.8	7.5	-0.3	10.5	-0.3	4.2	4.0	-3.8
COc1ccc(-c2cc3ccc(OCC(C)=O)cc3oc2=O)cc1	3.0	1.4	1.0	1.2	0.8	2.2	3.1	3.5	2.3
CCCn1c(=O)c2[nH]cnc2n(-c2ccccc2C)c1=O	3.0	3.8	-4.6	5.0	-3.4	0.5	2.8	3.5	-2.1
CN(CC(=O)N1CCOCC1)S(=O)(=O)c1ccc2ccccc2c1	4.3	-0.3	1.9	3.1	-2.2	0.7	2.5	-1.8	3.3
CCn1cc(C(=O)NCC(C)C)c(=O)c2cc(F)c(N3CCN(C(=O)c4ccco4)CC3)cc21	2.0	0.8	3.7	0.0	5.5	1.8	-1.0	-9.2	0.6
N/C(=N\OC(=O)c1ccc(Cl)c(Cl)c1)c1ccccn1	-0.3	4.9	3.3	3.3	6.3	1.4	-8.3	1.2	-2.2
CCCN(C(=O)CCl)C1=CCCCC1	-2.9	0.6	11.9	38.2*	10.5	-2.4	0.1	3.1	-3.6
O=C(CN1C(=O)COc2ccc(S(=O)(=O)N3CCCCC3)cc21)NCc1ccc(F)cc1	-0.3	-0.7	2.3	-6.7	3.6	1.3	7.2	-1.3	1.7

Additional entries
structure	Fam108B counter	pPAFAH inh	PAFAH1B3 inh	GSTO1 counter	PAFAH1B2 FP inh	LYPLA1 inh	PME-1 primary	PAFAH2 FP inh	PAD4 inh
CC(=O)Nc1ccc(S(=O)(=O)NCC(=O)NC(C)c2ccc(S(N)(=O)=O)cc2)cc1 (centres undefined)	3.1	2.1	-0.6	8.7	1.2	-0.1	0.5	-3.0	2.2
COc1ccc(S(=O)(=O)N2CCCOC2CNC(=O)C(=O)NC2CCCC2)cc1 (centres undefined)	0.4	-3.5	8.5	0.3	-5.4	1.1	4.8	-5.7	1.3
C/C(=N\OC(=O)c1ccccc1)c1cc(-c2ccc(Cl)cc2)no1	1.1	2.2	2.1	0.5	2.4	-0.3	-5.8	-4.1	-3.1
CCOC(=O)c1ccc(Oc2nc(NC)nc(Nc3ccccc3)n2)cc1	-1.8	1.8	-0.3	2.2	1.4	-2.2	-15.5	3.0	-3.8
CCN(CC)CCN(C(=O)c1ccc2c(c1)CCCC2)c1nc2c(C)cccc2s1	0.0	0.1	1.9	1.9	1.6	4.1	-6.3	2.9	-2.8
Cc1occc1C(=O)NNC(=O)NC12CC3CC(CC(C3)C1)C2	-0.6	2.1	5.0	3.5	8.7	0.5	8.1	-12.5	0.7
CCOc1ccc(-n2cnnn2)cc1S(=O)(=O)Nc1c(C)cccc1C	-2.4	6.2	-4.1	1.1	1.7	-1.1	1.1	9.5	0.2
NC(=O)NCc1ccc(F)cc1	1.4	-0.7	2.4	-1.5	1.8	0.6	0.1	2.8	-0.5
Cc1nc2ccc(NC(=O)Cc3ccc4c(c3)OCCO4)cc2s1	0.9	2.7	7.1	-0.9	0.5	-2.1	-3.7	0.2	3.7
CCOc1ccc(S(=O)(=O)Nc2nc3ccccc3nc2N2CCN(C)CC2)cc1	5.1	1.2	7.6	5.1	4.6	1.4	-7.6	-1.5	1.1
C#CCOCCOCCOCCNc1nc(N2CCN(C(=O)C(Cc3ccc(O)cc3)n3cc(C(N)CC(C)C)nn3)CC2)nc(N2CCN(C(=O)C(Cc3cc4ccccc4[nH]3)n3cc(C(N)C(C)CC)nn3)CC2)n1 (centres undefined)	1.0	-3.2	x	-0.5	x	-0.9	-0.9	x	-4.1
COC(=O)c1ccc(NC(=O)COC(=O)C2CC(=O)N(Cc3ccccc3)C2)cc1 (centres undefined)	1.2	10.3	13.1	-4.6	0.8	-3.2	4.5	0.2	-0.7
O=C(N/N=C/c1cc([N+](=O)[O-])ccc1N1CCNCC1)c1ccc([N+](=O)[O-])cc1	16.4	8.8	4.5	-6.8	-1.2	-5.0	0.4	-5.7	-1.8
Cc1ccc(S(=O)(=O)N(C)CC(=O)Nc2cccc3c2CCCC3)cc1	-0.8	4.2	2.6	2.0	4.9	-3.3	-1.3	-2.0	-2.2
CC1(C)OC(C(N)=O)C(C(N)=O)O1 (centres undefined)	10.8	6.8	2.3	-0.3	5.4	-0.5	1.9	15.0	-1.4

New compounds follow:
structure	Fam108B counter	pPAFAH inh	PAFAH1B3 inh	GSTO1 counter	PAFAH1B2 FP inh	LYPLA1 inh	PME-1 primary	PAFAH2 FP inh	PAD4 inh
COc1ccc(-n2cnnc2SCC(=O)N(C)c2ccccc2)cc1	0.7	2.0	-3.4	8.4	4.5	-1.1	2.2	7.4	-1.6
CCS(=O)(=O)c1nc(S(=O)(=O)c2ccc(Cl)cc2)c(NCCN2CCOCC2)s1	-2.8	1.7	9.1	7.8	-2.9	-3.3	-8.0	-4.4	1.6
COc1cc(/C=N/NC(=O)c2ccncc2)ccc1OC(C)=O	-2.8	5.7	2.1	1.1	5.0	-0.2	0.4	5.1	-2.4
COc1cc2c(cc1OC)CN(C(=O)c1ccc([N+](=O)[O-])o1)CC2	-3.5	2.8	2.0	8.0	3.0	5.2	2.8	3.4	-6.2
c1ccc(Cn2nnc3c(NCCN4CCOCC4)ncnc32)cc1	-5.8	5.9	9.3	-0.6	5.3	-2.3	-4.5	2.2	-1.8
